PKA-R1A activ: activators of PKA-R1A complex. activation, % at 11.4 µM. PKA-R1A dissociation, Cy5-IP20 fluorescence polarization; scaled: DMSO 0%, 113 µM cGMP 100%. 340,000 tested, 0.083% active. AID 504707;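 active = percent activation above the mean of all tested compounds plus 3 SD, cut at about 19% in these data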;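 note: higher means more PKAc released from R1A so a rise in polarization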
Mot1-301 SUMO: inhibitors of SUMOylation pathway: yeast Mot1-301 growth rescue | S. cerevisiae Mot1-301 growth rescue, ATP luminescence, 38.5C; percent above DMSO median, 100 means doubled | growth rescue, % at 18.8 µM | 320,000 tested, 1% active | AID 2716;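 active = every valid replicate shows activation above 250% relative to neutral control wells; inactive = the rest, any valid replicate at or below 250%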;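 note: OY570 slx delta 5 strain wells were the positive control but not used for scaling; some compounds called inactive have numbers as strong as hits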
PfHsp90 yeast 2: reduces growth (ATP signal) of yeast expressing P. falciparum Hsp90; S. cerevisiae expressing PfHsp90, BacTiter-Glo ATP, 48 h; yeast lacking PDR1 and PDR3 efflux regulators; inhibition, % at 9.4 µM; 310,000 tested, 0.32% active;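 active = every replicate shows inhibition above about 80%, whatever the replicate mean, limit read from the data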;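 note: 0% = DMSO neutral controls and 100% = 20 µM radicicol positive controls; yeast relying on Plasmodium falciparum Hsp90 in place of its own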
AddAB inh: less growth of phage-infected E. coli with AddAB; 330,000 tested, 0.29% active; inhibition, % at 11.9 µM; E. coli expressing H. pylori AddAB, absorbance growth; in the data active = inhibition above about 12%;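 note: 0% = vehicle wells of infected cells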
Arr AP2 block: inhibitors of human beta-arrestin and AP2 interaction; 340,000 tested, 0.31% active; FITC-arrestin peptide / GST-AP2 beads, flow cytometry; AP2 beta2 appendage carries R879A mutation; inhibition, % at 10 µM;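 active = inhibition above a set limit, near 3 SD of compounds lacking own fluorescence, cut at about 54% in these data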;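 note: plate controls were DMSO wells for no effect and 5 µM unlabelled arrestin peptide for full effect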
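System: GST-AP2 R879A glutathione beads | Also added: FITC-arrestin peptide, 50 nM | Times: 12 min plus 1 h, RT | Signal: Bead flow cytometry, FITC channel | Buffer or medium: PBS with 0.05% Tween 20 and 0.1% BSA | Read-out basis: Percent drop in bead-associated FITC signal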
Tat transport: E. coli Tat transport inhibition | E. coli MC4100 TorA-mCherry Tat export, fluorescence | 340,000 tested, 0.036% active | inhibition, % at 10 µM;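 active = mean replicate inhibition at least 50% and at least half of replicates individually reaching 50%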;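 note: exported cargo escapes ClpAP degradation while cytoplasmic cargo is degraded and loses fluorescence; 0% = median of neutral control wells and 100% = median of NaSCN control wells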
phage Ecoli inh: E. coli growth loss with phage present; 360,000 tested, 0.26% active; growth absorbance; inhibition, % at 11.9 µM; in the data active = inhibition above about 11%
OPRM1-OPRD1 ag: OPRM1-OPRD1 heterodimerization agonism. P35372+P41143. cells, luminescence. activation, % at 9.3 µM. 340,000 tested, 0.3% active. AID 504326; in the data active = activation above about 18%;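 note: 0% = vehicle-treated cells and 100% = reference agonist; values of inactives mirror those of a sister screen read the other way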
Target sequence (P35372 whole entry, looked up): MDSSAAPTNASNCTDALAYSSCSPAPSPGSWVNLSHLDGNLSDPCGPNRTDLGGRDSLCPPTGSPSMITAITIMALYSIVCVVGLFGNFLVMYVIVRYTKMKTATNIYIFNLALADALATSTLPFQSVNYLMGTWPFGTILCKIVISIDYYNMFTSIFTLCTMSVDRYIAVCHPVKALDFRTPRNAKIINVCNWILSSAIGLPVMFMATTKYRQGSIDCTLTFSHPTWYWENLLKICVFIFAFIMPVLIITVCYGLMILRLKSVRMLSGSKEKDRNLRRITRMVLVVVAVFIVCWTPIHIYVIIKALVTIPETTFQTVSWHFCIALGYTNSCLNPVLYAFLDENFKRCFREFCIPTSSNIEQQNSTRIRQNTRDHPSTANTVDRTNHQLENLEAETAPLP
Target sequence (P41143 whole entry, looked up): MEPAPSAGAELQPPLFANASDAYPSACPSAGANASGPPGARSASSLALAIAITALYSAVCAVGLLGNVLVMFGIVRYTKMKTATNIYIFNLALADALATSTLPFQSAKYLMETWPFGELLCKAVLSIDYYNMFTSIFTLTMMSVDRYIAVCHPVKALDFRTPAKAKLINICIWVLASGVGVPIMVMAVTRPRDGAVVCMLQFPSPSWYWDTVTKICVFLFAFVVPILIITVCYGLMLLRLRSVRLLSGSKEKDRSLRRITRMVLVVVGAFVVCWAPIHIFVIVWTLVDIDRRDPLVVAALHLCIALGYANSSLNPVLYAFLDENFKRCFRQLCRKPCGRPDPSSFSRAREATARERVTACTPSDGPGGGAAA
Pemphigus Ab inh: blocks pemphigus antibody binding to human desmoglein-3; P32926; DSG3-coupled beads, scFv-anti-DSG3-GFP binding, flow cytometry; active compounds read low; binding (percent of control), % at 10 µM; 310,000 tested, 0.48% active; AID 588358;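 active = binding more than 3 SD below its plate's average and above zero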;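 note: hits lower antibody fragment binding to DSG3; some compounds called inactive have numbers as strong as hits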
E coli growth: counter-screen for AddAB inhibitors: E. coli growth inhibition | E. coli V3065 growth, OD600 absorbance, 18 h | inhibition, % at 11.9 µM | 330,000 tested, 0.27% active | AID 449728;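 active = inhibition above the campaign's mean inhibition across all tested compounds plus 3 SD, cut at about 9.9% in these data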;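 note: uninfected addAB+ strain grown without phage in ampicillin broth; 0% = DMSO wells and 100% = ciprofloxacin 0.95 µg/ml wells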
OPRM1-OPRD1 inv: mu-delta opioid heterodimer inverse agonism. P35372+P41143. cell-based MOR-DOR heterodimer luminescence. inhibition, % at 9.3 µM. 340,000 tested, 0.21% active; in the data active = inhibition above about 22%, passing the limit was not always enough;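 note: 0% = cells with DMSO and 100% = wells without cells with DMSO; values of inactives mirror those of a sister screen read the other way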
Starred values were filed as active, the others as inactive; . = no result given. Outcome played no part in choosing rows. About 2.8% of those tested had a hit in this group.

canonical_smiles,Tat transport,Mot1-301 SUMO,OPRM1-OPRD1 ag,Arr AP2 block,PfHsp90 yeast 2,PKA-R1A activ,OPRM1-OPRD1 inv,E coli growth,AddAB inh,Pemphigus Ab inh,phage Ecoli inh
O=C(CNc1cc(S(=O)(=O)N2CCOCC2)ccc1N1CCOCC1)Nc1cccc(C(F)(F)F)c1,-3,3,-1.8,40,.,1,9,-2.1,-0.2,95,1.8
CN=C(C)/C(C(=O)OC)=C(/O)c1ccccc1F,7,6,-2.7,-4,-12,-9,13,1.1,3.8,.,1.9
COc1ccccc1NC(=S)N1CCN(c2ccccn2)CC1,-3,6,-3.4,-12,1,-5,18,3.3,5.4,107,2.4
CCN1CCN(C(=O)c2nn(-c3ccc(C)cc3)c(=O)c3c2c2ccccc2n3C)CC1,7,-9,-2.4,23,-16,-6,14,3.1,1.1,98,3.5
COc1ccc(C(C(=O)NC(C)(C)C)N(CCC(C)C)C(=O)CCC(=O)Nc2cc(C)on2)cc1 (stereo unspecified),4,3,-2.1,6,15,-6,11,-2.0,1.2,99,-1.4
O=C(O)CCC(=O)Nc1nc2ccc([N+](=O)[O-])cc2s1,2,.,-2.6,14,-15,4,12,0.1,-2.2,100,5.3
CCCCN(C)CCNC(=O)CSCc1ccc(C)cc1,-9,17,-0.1,3,6,-15,0,0.8,-0.1,94,-1.5
CCOC(=O)/C(=N\Nc1ccccc1[N+](=O)[O-])c1csc(Nc2ccccc2)n1,3,7,-1.6,29,12,7,7,-1.6,-1.2,92,0.7
CSCCC1NC(=O)N(CC(=O)Nc2cccc3ccccc23)C1=O (stereo unspecified),-9,-4,-1.8,0,-5,6,7,-0.8,3.1,100,1.1
COc1cccc(C(=O)NCCC(=O)NCc2cc(=O)n(C)c(=O)n2C)c1,-3,17,-2.5,-9,6,7,13,1.1,0.1,99,3.5

canonical_smiles,Tat transport,Mot1-301 SUMO,OPRM1-OPRD1 ag,Arr AP2 block,PfHsp90 yeast 2,PKA-R1A activ,OPRM1-OPRD1 inv,E coli growth,AddAB inh,Pemphigus Ab inh,phage Ecoli inh
O=C1NC(N2CCOCC2)=N/C1=C/c1ccc2c(c1)OCO2,-5,-4,0.4,-14,3,-1,-2,0.7,-2.8,103,-0.1
O=C(Nc1ncc(Cc2ccc(SC(F)F)cc2)s1)c1ccccc1,14,14,3.0,-3,0,-8,-15,-0.3,0.6,112,1.7
Cc1cccc(OCC(=O)N2CCCc3ccccc32)c1,7,-15,-1.3,4,-12,-9,6,-3.2,3.7,105,2.1
Cc1cc(C(=O)Nc2ccccc2C(=O)O)ccc1NC(=O)COc1cccc([N+](=O)[O-])c1,-9,921,-2.7,9,-12,15,15,0.8,4.2,101,3.2
S=c1[nH]nc(-c2ccc3c(c2)OCO3)n1-c1ccccc1,0,4,-1.8,13,.,-15,10,-1.2,-1.0,111,4.2
COc1ccccc1C(=O)Nn1c(-c2cccs2)nc2ccccc2c1=O,-12,.,-1.3,3,0,-13,8,-0.3,4.0,84,2.8
Cc1ccc2cc(C)c(NCCO)nc2c1,-8,1,-0.7,-1,-7,-10,3,-0.7,1.9,.,3.7
Cc1ccnc(NS(=O)(=O)c2cccc3nsnc23)c1,0,-6,-1.6,4,-1,-5,7,-2.8,4.8,104,0.6
CCOc1ccc(NCc2cccn2-c2nnc(N3CCC(C(=O)NCCCN4CCCCC4CC)CC3)s2)cc1 (stereo unspecified),-1,-9,-1.5,-14,-15,3,8,-2.8,-1.5,98,-1.8
CCCCNC(=O)N1CCN(c2ncccn2)CC1,4,52,-1.1,-2,-16,0,5,3.2,5.0,88,4.1

canonical_smiles,Tat transport,Mot1-301 SUMO,OPRM1-OPRD1 ag,Arr AP2 block,PfHsp90 yeast 2,PKA-R1A activ,OPRM1-OPRD1 inv,E coli growth,AddAB inh,Pemphigus Ab inh,phage Ecoli inh
O=C(CCc1nnc2ccc(N3CCC4(CC3)OCCO4)nn12)NCc1ccc(F)cc1,-5,44,-2.1,-7,12,-5,11,-1.2,0.3,95,0.7
COCc1nc2c([nH]1)c(=O)n(C)c(=O)n2CC(C)C,8,0,-2.3,24,15,-7,12,1.8,-2.5,98,3.2
O=C1CS/C(=C\S(=O)(=O)c2ccc(Cl)cc2)N1,-8,1,-1.7,9,8,8,10,-2.6,-0.5,110,1.9
Cc1cc(-c2nc3cccnc3s2)ccc1NS(=O)(=O)c1ccc2c(c1)OCCO2,6,-12,3.1,2,4,-2,-17,0.1,3.4,98,2.1
O=S(=O)(c1cccc(Cl)c1Cl)N1CCCCC1,-7,16,0.6,-8,-12,-3,-3,1.9,-0.2,99,0.5
O=C1c2ccccc2C(Nc2ccc(S(=O)(=O)N3CCOCC3)cc2)N1c1cccnc1 (stereo unspecified),-9,24,-1.6,17,13,-1,9,1.2,-3.0,107,3.0
COc1ccc(/C=C2/N=C(SCC(=O)Nc3cc(C)on3)N(c3ccccc3)C2=O)cc1,2,-15,0.1,-1,27,-10,0,-2.0,2.8,114,3.6
c1nnc(-c2ccc3c(c2)OCO3)o1,-3,-3,-1.3,-9,.,-4,6,0.9,0.2,118,1.9
COc1cc(NC(=O)CN(c2ccc(C)cc2)S(=O)(=O)c2c(C)nn(C)c2C)cc(OC)c1,2,-22,1.2,-3,27,-4,-6,-3.5,1.3,.,1.3
CCCCSc1nnc([C@H](C)NC(=O)OC(C)(C)C)o1,-2,-3,-4.5,-7,-12,-3,24,0.2,2.7,98,1.2

canonical_smiles,Tat transport,Mot1-301 SUMO,OPRM1-OPRD1 ag,Arr AP2 block,PfHsp90 yeast 2,PKA-R1A activ,OPRM1-OPRD1 inv,E coli growth,AddAB inh,Pemphigus Ab inh,phage Ecoli inh
Cc1c(NC(=O)C(C)OC(=O)c2ccc(Cl)nc2)c(=O)n(-c2ccccc2)n1C (stereo unspecified),-3,.,-0.6,6,-3,-2,3,-0.4,-0.6,101,-0.7
Cc1cccc(C)c1-n1nnnc1C1(Nc2ccccc2)CCCCC1,1,44,0.1,29,.,-9,-1,-1.2,2.6,101,1.0
O=C(O)C1=C[C@H](C2CC2)C[C@H](OCCCCO)O1,-11,176,-2.1,7,10,10,12,-0.9,-0.8,110,2.1
CNc1nc2ccccc2n1CC(=O)c1ccccc1,5,-2,-0.7,-8,17,4,3,.,.,93,1.9
CCC1(C)Cc2c(sc3nc4n(c(=O)c23)CCCS4)CO1 (stereo unspecified),5,-13,-2.2,30,-6,2,12,1.4,1.0,101,1.0
CCOc1ccc2nc(N3C(=O)/C(=C/c4ccccc4)NC3=S)sc2c1,-3,-15,1.1,7,13,3,-7,-3.2,-1.9,105,0.4
COc1cc([N+](=O)[O-])cc(/C=N/NC(=O)C(C)Nc2ccccc2C)c1O (stereo unspecified),6,-6,-2.4,25,3,5,13,-1.6,2.6,100,3.0
CN1c2ccccc2N(C)C1(C)c1ccccc1,-9,37,6.5,67*,9,-6,-34,0.5,-1.3,84,3.4
C=CCNC(=O)COC(=O)c1cccnc1Nc1ccccc1F,19,0,0.0,18,7,-11,0,1.1,1.5,106,3.8
O=C(Cc1ccc(Cl)cc1)NCCc1c[nH]c2ccccc12,0,-4,-2.4,-14,-39,-6,12,2.2,-0.1,127,1.8

canonical_smiles,Tat transport,Mot1-301 SUMO,OPRM1-OPRD1 ag,Arr AP2 block,PfHsp90 yeast 2,PKA-R1A activ,OPRM1-OPRD1 inv,E coli growth,AddAB inh,Pemphigus Ab inh,phage Ecoli inh
O=C(c1ccc(Br)cc1)c1cc2ccc(O)cc2oc1=O,-1,3,-3.6,6,-22,-5,16,1.9,2.4,110,2.9
CCN(Cc1ccccc1)C(=O)c1ccccc1C,1,-3,-1.2,2,.,5,7,-3.0,-2.7,106,-3.0
CC(C)(C)c1ccc(C(=O)N/N=C/c2ccc(OCCCF)cc2)cc1,-2,.,1.6,35,-4,-3,-9,2.1,1.0,91,4.1
COc1ccc(C2/C(=C(/O)c3ccc(C)cc3)C(=O)C(=O)N2c2ccccn2)cc1OC (stereo unspecified),-5,-34,-3.4,5,5,0,18,1.6,0.7,97,-0.5
COCCn1c(=NC(=O)c2ccc(S(=O)(=O)N3CCCc4ccccc43)cc2)sc2cc(S(C)(=O)=O)ccc21,5,44,-4.0,-4,23,-4,20,-1.6,0.2,85,0.1
O=c1c2c(-c3ccccc3)csc2ncn1/N=C/c1cccc([N+](=O)[O-])c1O,10,-12,-4.6,-6,1,-15,23,5.3,1.4,101,6.0
O=C(/N=C1\NC(=O)C(F)(C(F)(F)F)S1)NC1CCCCC1 (stereo unspecified),1,128,-1.9,11,9,-9,8,-0.5,2.2,.,-0.2
O=c1c2cc(NC(=S)NC3CCCC3)ccc2nc2n1CCCCC2,-9,-3,0.1,6,.,-9,-1,2.6,3.7,109,2.6
COC(=O)c1c(NC(=O)CSc2nnnn2-c2ccccc2)sc2c1CCC(C)C2 (stereo unspecified),-10,-7,3.2,7,-31,7,-18,-1.1,3.4,110,2.6
C/C(=C\c1ccccc1)C(=O)c1c(C)cc(C)[nH]c1=O,-2,-15,-1.2,5,-73,-3,8,-1.3,2.4,98,2.8
Cc1ccn(CC(=O)O)c(=O)c1,-9,-4,0.0,-2,.,2,0,-1.9,2.3,88,1.4
Cc1cc(OCCCC(=O)NCCN2C(=O)S/C(=C\c3cccnc3)C2=O)ccc1Cl,-5,-5,-2.8,10,3,-1,14,-1.6,-1.7,88,3.5
COc1cc(CCC(=O)NNC(=O)c2ccc(C)cc2)cc(OC)c1OC,-6,15,-2.5,-11,0,-14,12,-0.5,-0.1,101,2.8

Assay outcomes from PubChem BioAssay.
